HEK cytotox: cytotoxic compounds in HEK 293 cells; HEK 293 viability, ATP luminescence (CellTiter-Glo), 48-72 h; Potency, µM (titrated, usually from 115 µM), inactives show at the highest dose activity change, negative = cytotoxicity, hits mostly inhibitors; 94,000 tested, 6.6% active; AID 1345083; also: potency is read from the fitted curve at half-maximal effect; nearly all actives have a fitted effect of over 60% in size
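Cytotoxicity was scored by loss of ATP-coupled luminescence (CellTiter-Glo) in HEK 293 cells. Compound treatment ran 48 or 72 hr at 37 degree Celsius, 5% CO2, 95% humidity.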
HEK293 viab: cell viability loss counter-screen | HEK-293-SNCA-luc viability, GF-AFC fluorescence, 24 h | Potency, µM (doses to about 57.1 µM), for inactives: at the top dose activity change, negative = cytotoxicity, most hits filed as cytotoxic | 150,000 tested, 0.12% active | AID 1671193;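 also: potency is read from the fitted curve at half-maximal effect; 0% = DMSO-treated cells and -100% = medium-only wells without cells; nearly all actives have a fitted effect of over 30% in size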
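Cytotoxicity counterscreen: after 24 h compound treatment of genome-edited SNCA-luciferase HEK-293 cells, live-cell protease substrate GF-AFC read by fluorescence after 30 min; activity scaled between DMSO (0%) and medium-only (-100%), curves Hill-fitted.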
FLuc inh: inhibitors of firefly (Photinus pyralis) luciferase | Potency, µM (series often up to 115 µM), for inactives: top-dose activity change, negative = inhibition, hits mostly inhibitors | 76,000 tested, 2.5% active | purified P. pyralis luciferase, luminescence, biochemical; also: potency is read from the fitted curve at half-maximal effect; nearly all actives have a fitted effect of over 65% in size
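Cell-free enzyme assay, 10nM P. pyralis luciferase, luciferin and ATP each at 10uM. Inhibition profiled over a 6-point titration, read as luminescence.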
GPT2 inhibitor: inhibitors of human GPT2 alanine aminotransferase; Q8TD30; Recombinant GPT2, coupled pyruvate oxidase/HRP Amplex Red fluorescence; Potency, µM (highest dose often 57.7 µM), for the others: at the top dose activity change, negative = inhibition, usual class: inhibitors; 100,000 tested, 0.25% active; AID 1671188; also: potency is read from the fitted curve at half-maximal effect; nearly all actives have a fitted effect of over 60% in size; many of its hits are not listed in these tables
Target sequence (Q8TD30 whole entry, looked up): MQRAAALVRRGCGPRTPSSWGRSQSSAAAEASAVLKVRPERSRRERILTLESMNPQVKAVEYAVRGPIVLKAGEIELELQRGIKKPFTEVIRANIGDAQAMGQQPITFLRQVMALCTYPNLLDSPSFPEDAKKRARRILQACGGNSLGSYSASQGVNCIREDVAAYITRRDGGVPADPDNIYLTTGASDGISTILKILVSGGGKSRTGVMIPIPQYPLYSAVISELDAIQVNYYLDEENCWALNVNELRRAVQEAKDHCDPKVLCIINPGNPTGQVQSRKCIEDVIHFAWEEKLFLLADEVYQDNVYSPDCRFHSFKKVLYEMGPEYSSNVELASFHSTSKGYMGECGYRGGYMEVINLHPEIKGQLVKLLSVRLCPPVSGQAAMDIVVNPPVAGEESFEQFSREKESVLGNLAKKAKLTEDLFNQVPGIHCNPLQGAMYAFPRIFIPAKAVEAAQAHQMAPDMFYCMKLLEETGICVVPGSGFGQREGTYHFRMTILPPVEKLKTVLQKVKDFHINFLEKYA
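GPT2 10ng/uL, a-KG 250uM, L-Ala 2mM, HEPES pH7.5 + 0.0001% Tween; 30 min RT. Then Amplex mix (PO/HRP/ThPP), 30 min RT dark, fluorescence. AOA 50uM used as positive control.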
SNCA expr inhib: SNCA gene expression inhibition; 140,000 tested, 0.17% active; HEK-293 SNCA-luciferase knock-in, luminescence, 24 h; Potency, µM (series often up to 57.2 µM), inactives show top-dose activity change, negative = inhibition, hits mostly inhibitors;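 also: potency is read from the fitted curve at half-maximal effect; plate controls were DMSO cells for no effect and cell-free wells for full effect; nearly all actives have a fitted effect of over 45% in size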
IP6K1 inhibitor: IP6K1 kinase inhibition; IP6K1 kinase, ADP-Glo luminescence, 2 h; hits give low values; activity change, % (series mostly up to about 58 µM); 140,000 tested, 0.81% active; in the data active = activity change below about -25%
Target sequence (Q92551 whole entry, looked up): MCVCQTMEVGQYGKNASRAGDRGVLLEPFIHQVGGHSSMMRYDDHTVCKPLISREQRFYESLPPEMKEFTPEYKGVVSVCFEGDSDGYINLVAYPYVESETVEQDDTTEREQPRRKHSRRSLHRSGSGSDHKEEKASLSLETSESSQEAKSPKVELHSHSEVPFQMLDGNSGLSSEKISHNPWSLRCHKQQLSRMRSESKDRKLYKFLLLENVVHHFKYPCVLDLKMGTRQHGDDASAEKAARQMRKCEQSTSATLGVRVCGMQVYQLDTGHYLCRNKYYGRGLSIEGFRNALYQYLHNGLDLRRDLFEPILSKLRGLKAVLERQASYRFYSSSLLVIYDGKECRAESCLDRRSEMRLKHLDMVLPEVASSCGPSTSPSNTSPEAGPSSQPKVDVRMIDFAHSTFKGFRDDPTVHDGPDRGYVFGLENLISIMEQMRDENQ
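ADP-Glo luminescence measures ADP made by human IP6K1 during a 2 h RT reaction with ATP/IP6 (mix at 1.3 mM/130 uM); top library doses 57.5 and 19.1 uM final.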
NIH3T3 tox: kills NIH 3T3 cells; Potency, µM (doses to about 96.7 µM), without a hit: at the top dose activity change, negative = cytotoxicity, hits mostly inhibitors; 94,000 tested, 4.3% active; NIH 3T3 viability, CellTiter-Glo ATP luminescence, 48-72 h; also: potency is read from the fitted curve at half-maximal effect; nearly all actives have a fitted effect of over 55% in size
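First NIH 3T3 cells are plated at 400 cells/well; next compound is pinned in; then plates incubate 48 or 72 hr at 37 °C; finally CellTiter-Glo is added and luminescence read after 10 min.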
Active calls of the source: *; i = inactive; ? = inconclusive; · = no result given; [ ] = another dose, or the depositor's remark. Unless noted, calls follow the shape of the dose curve; as a rule, active = well fitted curve in the direction sought with a large enough effect; inconclusive = small, poorly fitted or top-dose-only effect, or another doubt; inactive = no such curve, though single readings can be large; an effect the other way counts as inactive or inconclusive. Unless noted, % is scaled to controls: 0 for no effect and ±100 for the full control effect. An unsorted share of the library; 7.7% or so of the library scored in one or more.

#1 CCNC(=O)N1CC(Oc2ccc(-c3nc(-c4ccccc4)no3)cc2)C1
#2 O=C(CC1CCN(C(=O)c2ccc(F)cc2)C1)NCc1ccccc1 (configuration not stated)
#3 CCCc1nc(C(=O)N2CCC3(CC2)C(=O)N(C)c2ccccc23)cs1
#4 Cc1ccc(-c2ccc3nnc(CNC(=O)COc4cccc(C)c4)n3n2)cc1
#5 Cc1ccc(N2C(=O)CSC23C(=O)N(CC(=O)NCCc2ccccc2)c2ccccc23)cc1 (configuration not stated)
#6 CCCS(=O)(=O)N1CCc2nn(C)c(=O)n2CC1
#7 CCOc1ccc(C2CC(=O)Nc3c2c(=O)nc(SCc2ccccc2C)n3C)cc1OC (configuration not stated)
#8 COc1ccc(-c2nc(C)c(C)cc2C#N)c2cccnc12

| Assay by compound | 1 | 2 | 3 | 4 | 5 | 6 | 7 | 8 |
| --- | --- | --- | --- | --- | --- | --- | --- | --- |
| HEK cytotox | ? | -28% | ? | ? | · | -7% | · | -8% |
| HEK293 viab | -15% | 4%[12.5 µM] | -7% | 9% | 1% | 4% | 10% | 1% |
| FLuc inh | 0.63µM* | -1% | 1% | 0% | · | 5% | · | 0% |
| GPT2 inhibitor | 1% | 3% | i[11.5 µM] | 1% | · | i | · | 4%[11.5 µM] |
| SNCA expr inhib | 6% | -21% | 7% | -15% | -17% | -21% | 14% | 6% |
| IP6K1 inhibitor | 4 | -4 | -9 | -13 | 15 | -5 | 7 | 34 |
| NIH3T3 tox | -34% | -2% | -17% | -23% | · | -4% | · | 2% |

Look-ups from the list:
no. 2 in HEK cytotox: -28%
no. 4 in HEK293 viab: 9%

(continued)
#9 CCOC(=O)c1cccc(NC(=O)c2nn(-c3ccc(OC)cc3)c(=O)c3c2c2ccccc2n3C)c1
#10 Cc1cccc(C(=O)NCCc2sc(-c3ccccc3)nc2C)c1
#11 CCn1nnc(-c2cccc(NS(=O)(=O)NCc3ccccc3)c2)n1
#12 O=C(c1cc(-c2ccc(Cl)cc2Cl)c2cccn2n1)N1CCCC1
#13 CCn1ccc(C(=O)N2CCCC2c2nc(C3CCOCC3)no2)n1 (configuration not stated)
#14 Cn1ccnc1CN1CCOC(CCNC(=O)NC2CCCC2)C1 (configuration not stated)
#15 CCc1cnc2c(c1SCc1cc(OC)cc(OC)c1)c(=O)n(C)c(=O)n2C
#16 C[C@]1(CO)[C@H]2Cc3sc(NC(=O)c4ccc(F)cc4)nc3[C@@H](CC(=O)N3CCOCC3)[C@]2(C)CC[C@H]1O

| Assay by compound | 9 | 10 | 11 | 12 | 13 | 14 | 15 | 16 |
| --- | --- | --- | --- | --- | --- | --- | --- | --- |
| HEK cytotox | · | · | ? | ? | 7% | i | · | -17% |
| HEK293 viab | 2% | 5% | 6% | 0% | 6% | ? | 11% | -1% |
| FLuc inh | · | · | 2% | · | 0% | -2% | · | 15% |
| GPT2 inhibitor | · | · | i | -23% | i | -1% | · | -14% |
| SNCA expr inhib | 26% | 73%[activator] | 26% | 95%[activator] | ? | ? | -14% | 8% |
| IP6K1 inhibitor | -1 | -4 | 24 | -15 | 14 | 6 | 14 | 16 |
| NIH3T3 tox | · | · | -10% | ? | -5% | i | · | -12% |

#17 O=C(O)C[C@@H]1CCN(C(=O)c2ccco2)C[C@@H]1CCN1CCOCC1
#18 Nc1ncnc2c1c(COc1cccc(Cl)c1)nn2C1CCOCC1
#19 Cc1cc(N2CCCCC2)nc2ccc(NC(=O)c3cccc(Cl)c3)cc12
#20 Cc1cc(C(=O)N2CCCC(c3[nH]ccc3C(N)=O)C2)c(C)n1Cc1ccco1 (configuration not stated)
#21 CCCCNC(=O)C1CCN(S(=O)(=O)c2ccc3c(ccn3CC)c2)CC1
#22 Cc1cc(C(=O)Nc2ccc([C@H]3OCC(=O)N(Cc4nccn4C)[C@@H]3CO)cc2)n(C)n1
#23 CCCNC(=O)C1CCC(Cn2c(=O)c3sccc3n(Cc3ccccc3F)c2=O)CC1 (configuration not stated)
#24 CCc1ccccc1Nc1nc2ccccc2c2nncn12

| Assay by compound | 17 | 18 | 19 | 20 | 21 | 22 | 23 | 24 |
| --- | --- | --- | --- | --- | --- | --- | --- | --- |
| HEK cytotox | -8%[172 µM] | · | · | -27% | · | 2% | · | · |
| HEK293 viab | 6%[87.6 µM] | -20% | -3% | 6%[12.5 µM] | 4% | 5% | -10% | 9% |
| FLuc inh | -1%[172 µM] | · | · | -10% | · | 6% | · | · |
| GPT2 inhibitor | -7%[88.5 µM] | i | · | i | · | 2% | · | · |
| SNCA expr inhib | -18%[87.6 µM] | · | 35%[activator] | 24% | 2% | -14% | -4% | 33%[activator] |
| IP6K1 inhibitor | 20 | 11 | 8 | 30 | 22 | -8 | -2 | 36 |
| NIH3T3 tox | i | · | · | -9% | · | i | · | · |

#25 CN1C[C@@H](NC(=O)c2ccccc2)C[C@H]1c1nc(-c2cnccn2)no1
#26 Cc1ccccc1CNC(=O)C(C)N(c1ccccc1)S(C)(=O)=O (configuration not stated)
#27 CC(C)Cc1ccc(S(=O)(=O)N2CCCC2c2nncn2Cc2ccncc2)cc1 (configuration not stated)
#28 Cc1ncccc1C(=O)N1CCCN(S(=O)(=O)c2ccccc2)CCC(=O)NCC1
#29 O=C(C1CCCN1[S+](=O)([O-])c1cccc(C(F)(F)F)c1)N1CCC(c2nc3ccncc3[nH]2)C1 (configuration not stated)
#30 COCc1nc(C2CCN(C(=O)N(C)C)C2)no1 (configuration not stated)
#31 O=C(c1ccc2c(c1)OCO2)N1C[C@@H](CO)[C@H](c2ccncc2)C1
#32 CC(C)c1ccc(S(=O)(=O)N2CCCN(C)c3ccccc32)cc1

| Assay by compound | 25 | 26 | 27 | 28 | 29 | 30 | 31 | 32 |
| --- | --- | --- | --- | --- | --- | --- | --- | --- |
| HEK cytotox | -17%[172 µM] | · | ? | -23% | -7% | i | 1% | ? |
| HEK293 viab | 3%[87.6 µM] | -7% | -12% | 4% | 12% | 8% | -16% | -5% |
| FLuc inh | ? | · | -10% | -7% | · | 7% | -1% | · |
| GPT2 inhibitor | -24%[88.5 µM] | · | i | i | 3% | i | i | i |
| SNCA expr inhib | 11%[87.6 µM] | 27% | 5% | 18% | -6% | 6% | -4% | -5% |
| IP6K1 inhibitor | 1 | 12 | -11 | 7 | 4 | -5 | -6 | 4 |
| NIH3T3 tox | -6%[174 µM] | · | -14% | ? | i | 1% | 0% | ? |

Some of the entries above in another layout.
12: O=C(c1cc(-c2ccc(Cl)cc2Cl)c2cccn2n1)N1CCCC1
  HEK cytotox: ?; HEK293 viab: 0%; FLuc inh: ·; GPT2 inhibitor: -23%; SNCA expr inhib: 95%[activator]; IP6K1 inhibitor: -15; NIH3T3 tox: ?
23: CCCNC(=O)C1CCC(Cn2c(=O)c3sccc3n(Cc3ccccc3F)c2=O)CC1 (configuration not stated)
  HEK cytotox: ·; HEK293 viab: -10%; FLuc inh: ·; GPT2 inhibitor: ·; SNCA expr inhib: -4%; IP6K1 inhibitor: -2; NIH3T3 tox: ·
10: Cc1cccc(C(=O)NCCc2sc(-c3ccccc3)nc2C)c1
  HEK cytotox: ·; HEK293 viab: 5%; FLuc inh: ·; GPT2 inhibitor: ·; SNCA expr inhib: 73%[activator]; IP6K1 inhibitor: -4; NIH3T3 tox: ·
8: COc1ccc(-c2nc(C)c(C)cc2C#N)c2cccnc12
  HEK cytotox: -8%; HEK293 viab: 1%; FLuc inh: 0%; GPT2 inhibitor: 4%[11.5 µM]; SNCA expr inhib: 6%; IP6K1 inhibitor: 34; NIH3T3 tox: 2%

Next part
#33 COc1ccc2c(c1)c1c(c(=O)n(-c3cccc(C)c3)c(=O)n1Cc1cccc(Cl)c1)n2C
#34 Cc1ccc2[nH]c3c(=O)n(CC(=O)N4CCCC(C)C4)ncc3c2c1 (configuration not stated)
#35 CCC1CCc2nc3sc(C(=O)Nc4ccc(F)c(F)c4)c(N)c3cc2C1 (configuration not stated)
#36 O=C(CC1CCCCC1)N1CCC(Cc2nc(-c3ccccc3)no2)CC1
#37 COCCNc1ncnc2c1c(-c1ccccc1)cn2-c1ccc(C)c(Cl)c1
#38 CCC(CO)Nc1ncnc2c1CN(C1CCCNC1)C(=O)CN2C (configuration not stated)
#39 Cc1cc2oc(C(=O)N(Cc3ccccc3)C3CCS(=O)(=O)C3)cc(=O)c2cc1C (configuration not stated)
#40 O=C(CN1C(=O)CNC1=O)N1CCCN(C(=O)c2ccoc2)CC1

| Assay by compound | 33 | 34 | 35 | 36 | 37 | 38 | 39 | 40 |
| --- | --- | --- | --- | --- | --- | --- | --- | --- |
| HEK cytotox | · | · | · | ? | · | -30% | · | -11% |
| HEK293 viab | -13% | -7% | 3% | 19% | 12% | 5% | 5% | 1% |
| FLuc inh | · | · | · | -6% | · | · | · | -5% |
| GPT2 inhibitor | · | · | · | 0% | · | ? | · | i |
| SNCA expr inhib | 8% | 12% | 46%[activator] | -32% | 24% | -20% | 13% | -4% |
| IP6K1 inhibitor | 29 | 13 | 5 | 10 | 7 | 0 | -1 | -13 |
| NIH3T3 tox | · | · | · | ? | · | -30% | · | i |

#41 CC1=C[C@@H](CNS(=O)(=O)c2ccc(C#N)cc2)[C@H](C(C)C)C[C@H]1CC(=O)NCc1ccc(C#N)cc1
#42 O=C(Cc1ccc(F)cc1)NC1CCCN(c2ccc3nnc(-c4ccccc4)n3n2)C1 (configuration not stated)
#43 CCC(=O)N1CCc2sc(C(=O)NCc3cccnc3)cc2C1
#44 Cn1ccc2c(C(=O)NCc3cccnc3)nc(-c3cnn(Cc4ccccc4)c3)cc21
#45 O=C(c1ccc(Cl)cc1)N1CCC(n2cc(-c3ccc(OC(F)F)cc3)[nH]c2=O)CC1
#46 Cc1cc2nc3n(c(=O)c2n1CC(=O)Nc1ccc(Cl)cc1F)CCCC3
#47 CN(C)C[C@@H]1CN(c2ccccn2)C[C@H]1NC(=O)NC(C)(C)C
#48 O=C(Nc1ccccc1)N1CCN(Cc2ccccc2-c2cccnc2)CC1
#49 COCc1cn([C@H]2CO[C@H]3[C@@H]2OC[C@@H]3NCc2cccc(C#N)c2)nn1

| Assay by compound | 41 | 42 | 43 | 44 | 45 | 46 | 47 | 48 | 49 |
| --- | --- | --- | --- | --- | --- | --- | --- | --- | --- |
| HEK cytotox | ? | -28% | -9% | 63µM* | ? | ? | -5% | ? | i |
| HEK293 viab | -17% | · | 0% | -14%[87.6 µM] | -4% | 1% | -14% | -5%[12.5 µM] | 13%[87.6 µM] |
| FLuc inh | -5% | · | 0% | 2%[172 µM] | · | -8% | -10% | · | 0%[172 µM] |
| GPT2 inhibitor | 2% | · | i | 0%[88.5 µM] | 4% | -3% | i | i | -26%[88.5 µM] |
| SNCA expr inhib | -17% | · | 50%[activator] | -9%[87.6 µM] | 76%[activator] | 7% | 26% | -6% | -6%[87.6 µM] |
| IP6K1 inhibitor | -5 | 14 | 9 | 10 | -7 | 0 | 4 | 5 | -20 |
| NIH3T3 tox | ? | -40% | -29% | ? | ? | ? | -8% | ? | i |

Screens: PubChem BioAssay, National Center for Advancing Translational Sciences (NCATS)
